# Bioassay records as filed in PubChem.
# POLB inh – blocks human DNA polymerase beta activity; Potency, µM (top dose mostly 114 µM), without a hit: at the highest dose activity change, negative = inhibition, usual class: inhibitors; AID 485314; P06746; 1.3% of 340,000 active; Pol beta primer extension/strand displacement, fluorescence kinetic; note: potency is the fitted concentration of half-maximal effect; % is set by controls: 0 for no effect and ±100 for the full control effect
#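 Preincubation: enzyme (10 nM) with compound, 15 min, RT. Reaction: substrate added to 50 nM final. Reads: 0 and 10 min. Analysis: normalized, Hill fit.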
# Anesthetic bind – candidate novel general anesthetic via apoferritin binding; apoferritin/1-aminoanthracene competitive binding, fluorescence; Potency, µM (highest dose often 77.5 µM), for the others: top-dose activity change, negative = displacement, hits mostly inhibitors; 0.074% of 350,000 active; note: potency is the fitted concentration of half-maximal effect; % is set by controls: 0 for no effect and ±100 for the full control effect; nearly all actives have a fitted effect of over 20% in size
# Target sequence (P02791 2-175 limits assumed): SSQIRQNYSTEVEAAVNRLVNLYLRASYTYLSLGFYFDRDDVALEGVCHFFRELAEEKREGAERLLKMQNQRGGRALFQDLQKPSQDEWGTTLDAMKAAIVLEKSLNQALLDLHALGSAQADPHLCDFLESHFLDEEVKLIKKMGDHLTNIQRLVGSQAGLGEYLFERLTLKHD
#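 In PBS, apoferritin at 10 uM is loaded with 1-AMA from a 50% saturated solution. After 10 min of compound exposure at ambient temperature, reduced 535 nm fluorescence indicates probe displacement.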
# APE1 inh – APE1 (human) endonuclease inhibition; P27695; Potency, µM (doses to about 65.8 µM), for inactives: top-dose activity change, negative = inhibition, usual class: inhibitors; 0.35% of 350,000 active; recombinant APE1, TAMRA/BHQ-2 abasic DNA cleavage fluorescence;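 note: potency is the fitted concentration of half-maximal effect; plate controls were vehicle for no effect and reference inhibitor for full effect; nearly all actives have a fitted effect of over 55% in size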
#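 Incision of a quenched TAMRA/BHQ-2 THF abasic-site duplex (50 nM) by 0.75 nM APE1, after 15 min compound preincubation, measured as fluorescence increase over three 60 s reads. Values normalized to buffer, DMSO and NSC13755 control wells.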
# Pol eta inh – blocks human DNA polymerase eta activity | Q9Y253 | recombinant Pol eta, fluorescent DNA replication assay | Potency, µM (series often up to 114 µM), for inactives: at the top dose activity change, negative = inhibition, actives largely listed as inhibitors | 1.2% of 390,000 active; note: potency is the fitted concentration of half-maximal effect; % is set by controls: 0 for no effect and ±100 for the full control effect
#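 Pol eta at 10 nM preincubated with compounds 15 min at room temperature; reaction started with fluorescent substrate (50 nM final) and read kinetically at 0 and 10 min.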
# Pol iota inh – blocks human DNA polymerase iota activity; AID 588590; 1% of 390,000 active; Potency, µM (doses to about 115 µM), without a hit: at the top dose activity, negative = inhibition, actives largely listed as inhibitors; Pol iota fluorescent replication assay, 10 min; note: potency is the fitted concentration of half-maximal effect
# Target sequence (Q9UNA4 whole entry, looked up): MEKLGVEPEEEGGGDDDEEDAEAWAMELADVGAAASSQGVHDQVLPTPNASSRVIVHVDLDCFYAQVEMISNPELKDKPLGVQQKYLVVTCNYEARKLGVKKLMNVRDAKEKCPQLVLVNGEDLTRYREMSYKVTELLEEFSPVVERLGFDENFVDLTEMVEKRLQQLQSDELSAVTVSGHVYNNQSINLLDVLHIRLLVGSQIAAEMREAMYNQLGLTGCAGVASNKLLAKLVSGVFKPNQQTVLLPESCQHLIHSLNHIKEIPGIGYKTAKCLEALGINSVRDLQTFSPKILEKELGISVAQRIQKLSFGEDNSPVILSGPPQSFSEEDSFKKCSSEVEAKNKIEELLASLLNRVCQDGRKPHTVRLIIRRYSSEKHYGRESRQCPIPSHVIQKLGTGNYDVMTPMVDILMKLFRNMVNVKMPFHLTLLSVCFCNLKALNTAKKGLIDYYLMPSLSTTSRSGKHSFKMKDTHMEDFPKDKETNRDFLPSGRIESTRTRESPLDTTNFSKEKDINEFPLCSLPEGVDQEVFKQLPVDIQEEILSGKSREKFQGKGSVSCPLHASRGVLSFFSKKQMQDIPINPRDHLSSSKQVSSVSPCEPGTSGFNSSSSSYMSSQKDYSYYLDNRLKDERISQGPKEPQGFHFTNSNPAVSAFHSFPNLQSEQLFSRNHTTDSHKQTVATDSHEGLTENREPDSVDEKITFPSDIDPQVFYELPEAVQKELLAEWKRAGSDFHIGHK
#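 Pol iota at 10 nM preincubated 15 min with compounds at room temperature; reaction started with fluorescent substrate, 50 nM final. Fluorescence read kinetically at 0 and 10 min; buffer-only wells as negative control.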
# Glioma ERSR ind – induces the endoplasmic reticulum stress response in human glioma cells; U87-MG GRP78 promoter luciferase reporter, 16 h; Potency, µM, for the others: at the top dose activation, hits mostly activators; 0.02% of 420,000 active; note: potency is the fitted concentration of half-maximal effect; series mostly up to about 76 µM; % of control where 0% means no effect; nearly all actives have a fitted effect of over 35% in size
#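 Stably transfected U87-MG human glioma cells carrying a GRP78-based luminescent sensor were seeded at 1000 cells/well, pin-dosed with compounds and incubated 16 h. Luciferase reagent was then added, and end-point luminescence was read after 10 min at room temperature.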
# LDHA block – blocks human lactate dehydrogenase A; 0.15% of 480,000 active; purified LDHA, NADH/diaphorase-resazurin fluorescence; hits give low values; AID 1347041; activity change, % (values are at about 110 or 230 µM); in the data active = activity change below about -30%; inconclusive = mostly about -25% to -30%;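 note: plate controls were DMSO wells for no effect and wells without enzyme for full effect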
#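 LDH5 2 nM; NADH 0.06 mM, pyruvate 0.2 mM; 200 mM Tris pH 7.4, EDTA, Tween-20; 5 min RT. Detection: diaphorase 0.133 mg/mL + resazurin 37 µM, fluorescence ex540/em590 at 0 and 20 min; normalized to enzyme-free and DMSO wells.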
# BLM inh – blocks DNA unwinding by human BLM helicase; recombinant BLM DNA unwinding, fluorescence dequenching; Potency, µM (highest dose often 56.1 µM), for the others: at the highest dose activity change, negative = inhibition, hits mostly inhibitors; P54132; 0.2% of 350,000 active;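 note: potency is the fitted concentration of half-maximal effect; plate controls were vehicle for no effect and no enzyme for full effect; nearly all actives have a fitted effect of over 35% in size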
# POLK inh – blocks human DNA polymerase kappa activity; purified Pol kappa, fluorescent DNA synthesis assay, 10 min; Potency, µM (highest dose often 107 µM), for the others: top-dose activity, negative = inhibition, hits mostly inhibitors; 0.53% of 400,000 active; note: potency is the fitted concentration of half-maximal effect; % is set by controls: 0 for no effect and ±100 for the full control effect
#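 10 nM Pol kappa was preincubated with compounds for 15 min at room temperature. Reaction started with 50 nM (final) substrate. Fluorescence read kinetically at 0 and 10 min.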
# The depositor's hits bear a star; ? = inconclusive; nt = no result given; & = joins results of further samples; [ ] = remark or other dose. Unless noted, calls come from the whole dose curve; as a rule, active = well fitted curve in the direction sought with a large enough effect; inconclusive = small, poorly fitted or top-dose-only effect, or another doubt; inactive = no such curve, though single readings can be large; an effect the other way counts as inactive or inconclusive. Not all compounds are listed (hit frequency here may not be typical).
# The first 12 records, to show the layout:
1. CCCC(=O)Nc1ccc(N2CCOCC2)cc1
2. O=C(c1ccco1)N1CCC(c2nc(-c3ccccc3Cl)no2)CC1
3. CCOc1ccc(S(=O)(=O)Nc2ccc(C(=O)NCC3CCCO3)cc2)cc1 (stereo unspecified)
4. O=c1c2ccccc2nnn1Cc1ccc2ccccc2c1
5. CC(OC(=O)C1CCN(S(=O)(=O)c2ccc(Cl)cc2)CC1)C(=O)N1CCc2ccccc21 (stereo unspecified)
6. NC(=O)c1cc(S(=O)(=O)N2CCN(c3cccc(Cl)c3)CC2)cs1
7. Cc1c([N+](=O)[O-])cc(C(=O)Nc2ccc(Cc3ccncc3)cc2)cc1[N+](=O)[O-]
8. Cc1cccc2nnc(-c3ccccc3)n12
9. COc1ccc2c3c([nH]c2c1)C1CC2C(CC(O)C(OC)C2C(=O)O)CN1CC3 (stereo unspecified)
10. CCCn1c(CN2CCN(C(=O)OCC)CC2)nc2cc(NC(=O)C(C)C)ccc21
11. Cc1ccc(Oc2ccc(-c3nc(N)nc(N)n3)cc2)cc1
12. O=C(CN1C(=O)CSC1=O)NC1CCCCC1
screen / no.,1,2,3,4,5,6,7,8,9,10,11,12
POLB inh,-3%,-7%,19%,14%,1%,23%,27%,nt,20%,0%,-22%,1%
Anesthetic bind,2%,-11%,-2%,?,40%[activator],-9%,3%,nt,-7%,3%,-7%,-5%
APE1 inh,-6%,-1%,-2%,3%,6%,0%,5%,nt,-2%,57%[activator],-6%,6%
Pol eta inh,4%,4%,-3%,-9%,-1%,3%,7%,-21%,-7%,-1%,-16%,9%
Pol iota inh,2%,17%,40%[activator],123%[activator],-3%,?,36%,66%[activator],44%[activator],-7%,41%[activator],5%
Glioma ERSR ind,0%,-4%,-4%,7%,?,-3%,-4%,-4%,-3%,0%,5%,-7%
LDHA block,20,-14,-6,-7,-1,-6,-2,0,6,1,-3,-7
BLM inh,0%,0%,-2%,-5%,-4%,-2%,-5%,nt,?,-3%,-5%,2%
POLK inh,-12%,-5%,-4%,-13%,-3%,-6%,-4%[60.1 µM],-4%,13%,-14%,2%,-6%

# This part in full, previewed entries included:
1. CCCC(=O)Nc1ccc(N2CCOCC2)cc1
2. O=C(c1ccco1)N1CCC(c2nc(-c3ccccc3Cl)no2)CC1
3. CCOc1ccc(S(=O)(=O)Nc2ccc(C(=O)NCC3CCCO3)cc2)cc1 (stereo unspecified)
4. O=c1c2ccccc2nnn1Cc1ccc2ccccc2c1
5. CC(OC(=O)C1CCN(S(=O)(=O)c2ccc(Cl)cc2)CC1)C(=O)N1CCc2ccccc21 (stereo unspecified)
6. NC(=O)c1cc(S(=O)(=O)N2CCN(c3cccc(Cl)c3)CC2)cs1
7. Cc1c([N+](=O)[O-])cc(C(=O)Nc2ccc(Cc3ccncc3)cc2)cc1[N+](=O)[O-]
8. Cc1cccc2nnc(-c3ccccc3)n12
9. COc1ccc2c3c([nH]c2c1)C1CC2C(CC(O)C(OC)C2C(=O)O)CN1CC3 (stereo unspecified)
10. CCCn1c(CN2CCN(C(=O)OCC)CC2)nc2cc(NC(=O)C(C)C)ccc21
screen / no.,1,2,3,4,5,6,7,8,9,10
POLB inh,-3%,-7%,19%,14%,1%,23%,27%,nt,20%,0%
Anesthetic bind,2%,-11%,-2%,?,40%[activator],-9%,3%,nt,-7%,3%
APE1 inh,-6%,-1%,-2%,3%,6%,0%,5%,nt,-2%,57%[activator]
Pol eta inh,4%,4%,-3%,-9%,-1%,3%,7%,-21%,-7%,-1%
Pol iota inh,2%,17%,40%[activator],123%[activator],-3%,?,36%,66%[activator],44%[activator],-7%
Glioma ERSR ind,0%,-4%,-4%,7%,?,-3%,-4%,-4%,-3%,0%
LDHA block,20,-14,-6,-7,-1,-6,-2,0,6,1
BLM inh,0%,0%,-2%,-5%,-4%,-2%,-5%,nt,?,-3%
POLK inh,-12%,-5%,-4%,-13%,-3%,-6%,-4%[60.1 µM],-4%,13%,-14%

11. Cc1ccc(Oc2ccc(-c3nc(N)nc(N)n3)cc2)cc1
12. O=C(CN1C(=O)CSC1=O)NC1CCCCC1
13. O=C(CSC(=S)N1CCCC1)c1ccccc1
14. CCCN(CCC)S(=O)(=O)c1ccc(C(=O)NCc2ccco2)cc1
15. COCCCn1c(C)nc2c(c1=O)c1nc3ccccc3nc1n2CCc1ccccc1
16. O=C(CN(CCc1c[nH]c2ccccc12)S(=O)(=O)c1ccccc1)N1CCCCCC1
17. Cn1cncc1C(=O)c1ccccc1
18. O=C(CCn1c(=O)c2cccn2c2ccc(F)cc21)NCCc1ccccc1
19. N#Cc1ccccc1OCC(O)CS(=O)(=O)c1ccccc1 (stereo unspecified)
20. Cc1cccc2cc(CN(C(=O)c3cccc(Cl)c3)c3ccccc3)c(=O)[nH]c12
screen / no.,11,12,13,14,15,16,17,18,19,20
POLB inh,-22%,1%,20%,5%,16%,nt,-1%,8%&7%,22%,5%
Anesthetic bind,-7%,-5%,?,?,-8%,nt,4%,-4%&2%,-1%,-14%
APE1 inh,-6%,6%,3%,14%,-1%,nt,2%,10%,4%,nt
Pol eta inh,-16%,9%,7%,-12%,-4%,nt,-21%,-2%&-8%,-1%,-21%
Pol iota inh,41%[activator],5%,6%,19%,20%,-7%,55%[activator],6%&13%,140%[activator],19%
Glioma ERSR ind,5%,-7%,-12%,-3%,2%,-3%,-3%,-2%&-2%,-1%,-4%
LDHA block,-3,-7,-4,2,-9,-2,-13,-10&-3,-7,-2
BLM inh,-5%,2%,-2%,-3%,1%,nt,0%,4%&-13%,-5%,-1%
POLK inh,2%,-6%,-6%,-5%,-4%,-3%,-3%,-3%&-4%,-13%,16%

21. CCOC(=O)c1c(C)c(C(=O)NCc2cccnc2)c(C)n1CC
22. Cc1ccc2nc(NCCCO)nc(-c3ccccc3)c2c1
23. COc1ccc(S(=O)(=O)Nc2ccc3c(c2)C(=O)N([C@H](C)CO)C[C@H](C)[C@H](CN(C)Cc2ccc(C(=O)O)cc2)O3)cc1
24. Cc1ccc(S(=O)(=O)Nc2c(NC3CCCCC3)c3ccccc3oc2=O)c(C)c1
25. O=C(N/N=C/c1cc(Br)c(O)c(Br)c1O)c1ccc2c(c1)OCCO2
26. COC(=O)c1ccc(C(=O)OC)c(NC(=O)CSc2nc(-c3ccco3)cc(C(F)(F)F)n2)c1
27. N#Cc1ccc(S(=O)(=O)N2CCC(N3CCCCC3)CC2)cc1
28. Cc1ccc(C)c(N2CCN(C(=O)C3CCN(C(=O)c4cc5sccc5n4C)CC3)CC2)c1
29. CCC(C)NC(=O)C1CCC(=O)N1Cc1ccc(C)cc1 (stereo unspecified)
30. Cc1ccsc1-c1nc(CN2CCN(C)C(=O)[C@@H]2C)c(C)o1
screen / no.,21,22,23,24,25,26,27,28,29,30
POLB inh,2%,5%,nt,-2%,40µM*,nt,50%,2%,4%,25%
Anesthetic bind,2%,nt,nt,-16%,3%,nt,-5%,7%,-1%,-9%
APE1 inh,15%,1%,20%,27%,-15%,nt,-1%,nt,-4%,5%
Pol eta inh,-14%,-17%,-8%,-6%,?,-15%,-13%,-14%,-14%,-6%
Pol iota inh,10%,12%,-9%,-11%,?,19%,42%[activator],19%,1%,2%
Glioma ERSR ind,-5%,-1%,2%,-1%,?,-1%,-1%,-3%,1%,1%
LDHA block,-2,-4,0,-2,18,-1,-6,-1,-2,2
BLM inh,-1%,1%,nt,0%,-13%,nt,1%,-15%,0%,-3%
POLK inh,-6%,-17%,3%,1%,-39%,1%,2%,-12%,-4%,-7%

31. COc1cccc(Nc2nnc(SCC3CCCCO3)s2)c1 (stereo unspecified)
32. CCOC(=O)C1=C(C)Nc2nc(SCC)[nH]c(=O)c2C1c1ccncc1 (stereo unspecified)
33. CC1=C(C(=O)OCc2ccccc2)C(c2ccc(C(F)(F)F)cc2)NC(=O)N1CCCCCC(=O)O (stereo unspecified)
34. C=CCN(CC(=O)NC1CC1)S(=O)(=O)c1cccc(C(F)(F)F)c1
35. O=C(c1cc(-c2ccc(Cl)cc2)on1)N(Cc1ccc(F)cc1)Cc1ccco1
36. NC(=O)c1cc(-c2ccccc2)nc(N2CCOCC2)n1
37. O=c1oc2c(CN3CCOCC3)c(O)c(Cl)cc2c2c1CCCC2
38. Cc1ccc2c(=O)c(C(=O)c3ccccc3)cn(CC(=O)Nc3ccccc3C)c2n1
39. Cc1cccc(-c2cc(C(=O)Nc3ccc4c(c3)OCCO4)c3ccccc3n2)c1
40. Cc1ccc(Sc2cc(C(F)(F)F)nc(N(C)C)n2)cc1
screen / no.,31,32,33,34,35,36,37,38,39,40
POLB inh,-1%,?,8%,nt,0%,?,-29%,-3%,0%,9%
Anesthetic bind,?,-13%,-16%&7%,nt,-3%,4%,681%[activator],4%,-7%,7%
APE1 inh,-3%,-3%,-4%&-5%,9%,nt,0%,?,nt,6%,4%
Pol eta inh,-24%,0%,-11%,-9%,-3%,-9%,8%,-13%,-13%,1%
Pol iota inh,26%,17%,?,27%,-2%,4%,-1%,18%,-9%,20%
Glioma ERSR ind,5%,-1%,-4%,-2%,-1%,-6%,-2%,1%,-5%,-5%
LDHA block,-1,2&1,4,0,-2,-2,3,-9,-1,3
BLM inh,-5%,-1%,-2%&3%,nt,-10%,4%,-2%,-1%,-4%,1%
POLK inh,-13%,-14%,-2%,14%,6%,-3%,-5%,-2%,-7%,0%
